Screening data (PubChem BioAssay)
aSyn tox rescue: qHTS of alpha-syn Inhibitors: NCGC Sytravon Library Screen; S. cerevisiae alpha-synuclein toxicity rescue, BacTiter-Glo growth, 24 h; Potency, µM (top dose mostly 46.1 µM), for inactives: at the top dose growth rescue (activation), hits mostly activators; 0.02% of 94,000 active; AID 1347070, 2019; active means well fitted activation curve with a large enough effect; inconclusive means small, poorly fitted or top-dose-only effect; further: 0% is about no effect
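Growth restoration measured by BacTiter-Glo luminescence after 24 hr at 30 deg C; alpha-synuclein yeast, raffinose-pregrown to mid-log, were added at OD600=0.02 in galactose medium onto pinned compounds.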
Active calls of the source: *; ? = inconclusive; & = joins results of further samples. Potency means the concentration at half of the fitted maximal effect. The list is partial. The share of hits here may be higher or lower than overall.

| smiles | aSyn tox rescue |
| --- | --- |
| CC1=C(C(=O)N2CCOCC2)CC(CC(=O)NC2CCCCC2)C(=O)N1Cc1ccc(F)cc1 (stereo not given) | -8.6% |
| CCOC(=O)c1cc2c(=O)n3ccccc3nc2n(Cc2ccco2)c1=NC(=O)c1ccc(Br)cc1 | 16.0% |
| CCCn1c(N)c(N(CCOC)C(=O)c2ccc(-c3ccc(Cl)cc3)o2)c(=O)[nH]c1=O | -2.6% |
| COc1ccc(-c2cc(C(F)(F)F)n3nc(C)c(-c4ccccc4)c3n2)cc1OC | 0.5% |
| CCc1ccccc1NC(=O)Nc1nnc(N2CCCC2)s1 | -2.6% |
| Cc1nc2ccccc2c(=O)n1NC(=O)c1cccc([N+](=O)[O-])c1 | 9.8% |
| C=CCc1cccc(/C=N/NC(=O)C(=O)Nc2ccc(C)cc2)c1O | 5.7% |
| COC(=O)c1ccc(N=c2sc(C(=O)OC)cc(=O)n2C)cc1 | -1.8% |
| COc1ccc(NC(=O)c2cc(-c3cccc(OC)c3)on2)cc1 | -5.4% |
| COc1ccc(-c2cn3c(C)c(C(=O)Nc4ccncc4)sc3n2)cc1 | 4.9% |
| CN(CC(=O)NNC(=O)CNC(=O)c1cccs1)S(=O)(=O)c1ccc(Cl)cc1 | 0.5% |
| CC(CCc1ccccc1)NC(=O)C(C)OC(=O)c1ccco1 (stereo not given) | 9.2% |
| CC(NS(=O)(=O)c1ccc(OCC(=O)NCc2ccccn2)cc1)c1ccccc1 (stereo not given) | 7.9% |
| COc1cccc(NC(=O)Nc2ccc(C(C)(C)C)cc2)c1 | -13.8% |
| CS(=O)CC(O)(c1ccc(F)cc1)C1CC1 (stereo not given) | -7.1% |
| Cc1ccccc1C(=O)Nc1ccc(C(=O)OCc2cc(=O)n3nc(C(C)C)sc3n2)cc1 | 2.2% |
| COc1ccccc1CCC(=O)NNC(=O)Cn1nc(C)cc1C | 4.3% |
| CN(c1ccccc1)S(=O)(=O)c1nnc(NC(=O)c2ccco2)s1 | 5.0% |
| COc1ccc(-n2c(Cn3c(=O)sc4ccccc43)nnc2SCC(=O)N2CCOCC2)cc1 | -5.7% |
| COc1ccccc1N1CCN(c2ccnc3cc(Cl)ccc23)CC1 | 8.4% |
| O=C(NCc1cccc(C(F)(F)F)c1)c1ccc(=O)[nH]c1 | -4.7% |
| C=CCc1c(C)nc2nc(SCC(=O)Nc3ccc(OCC)cc3)nn2c1C | -3.8% |
| COc1ccc(NC(=S)N(CCN(C)C)C(C)c2ccncc2)cc1Cl (stereo not given) | ? |
| Cc1nc2cc(-c3cccc(F)c3)nn2c(C)c1CCC(=O)NC1CCCCC1 | 2.9% |
| CN(CC(=O)Nc1ccc(Cl)c(C(F)(F)F)c1)C(=O)Cc1n[nH]c(=O)c2ccccc12 | 1.5% |
| Cc1ccc(NC(=O)CSCC(=O)Nc2ccccc2C(=O)N2CCCCC2)cc1 | -3.6% |
| Cc1cc(C)cc(NC(=O)CCS(=O)(=O)c2ccc3c(c2)oc(=O)n3C)c1 | -0.5% |
| C/C(CCc1ccc2c(c1)OCO2)=N\NC(=S)NC(C)C | -10.1% |
| COc1ccc(C)cc1S(=O)(=O)Nc1cccc(-c2ccc(N3CCCC3)nn2)c1 | -0.8% |
| Cc1cc(SCC(=O)N2CCCC2=O)nc2c(C)cccc12 | 3.2% |
| O=C(O)CCC(=O)Nc1cccc2cccnc12 | -11.1% |
| COc1cccc(CN(C)C(=O)c2cccc(S(=O)(=O)N3CCN(Cc4ccccc4)CC3)c2)c1OC | -7.7% |
| Cc1cc(S(=O)(=O)N2CCCCC2CCNC(=O)C(=O)NCCN2CCOCC2)ccc1F (stereo not given) | 3.1% |
| O=C(NCc1ccccc1Cl)c1cc2ccccc2o1 | 1.7% |
| COCOCCn1cc(CN2CCS(=O)(=O)N(Cc3ccc(-c4ccc(OC)cc4)cc3)C(C)C2=O)nn1 (stereo not given) | -6.5% |
| COC(c1ccccc1)c1nnc(CCC(=O)NCCCc2ccccc2)o1 (stereo not given) | 0.1% |
| CN1CCC(OC(=O)COc2ccc(Br)cc2)CC1 | 10.1% |
| CC(=O)Nc1ccc(Oc2nc(C(F)(F)F)nc3ccccc23)cc1 | -1.8% |
| Cc1ccc(-c2cc(C(=O)NCc3cnn(C)c3)c3cc(Br)ccc3n2)cc1 | 0.4% |
| COc1ccc(CNC(=O)Cn2c(=O)nc(-c3ccccc3F)c3cc(Cl)ccc32)cc1OC | -9.6% |
| Cn1nnc2c(NCc3c(F)cccc3F)ncnc21 | -0.6% |
| O=C(NCc1ccc(F)cc1)c1cnc(Cl)c(Cl)c1 | 0.7% |
| C/C(=N\Nc1ccc(C(=O)O)cc1)c1ccc(Br)cc1 | 14.3% |
| CCOC(=O)N1CCN(C(=O)COc2ccc3c(c2)C(=O)CC(C)(C)O3)CC1 | -10.4% |
| Cc1ccc(NC(=O)c2sc3nc(-c4ccc(F)cc4)cn3c2C)c(C)c1 | 1.3% |
| COc1cccc(-c2nnc(NC(=O)CCS(=O)(=O)c3ccc(F)cc3)o2)c1 | 4.1% |
| COc1ccc(CNC(=O)c2cc(Nc3ccccc3C)nc3ccccc23)cc1 | 1.3% |
| O=C(Nc1ccc(C(=O)O)cc1)/C(=C\c1ccc2c(c1)OCO2)NC(=O)c1ccccc1Cl | 2.4% |
| Cc1ccn2c(CNC(C)CCn3cccn3)c(C(=O)N3CCCCCC3)nc2c1 (stereo not given) | -10.2% |
| CC(=O)Nc1nn(C)c2nc3ccc(C)cc3cc12 | -5.7% |
| CCc1nnc(NC(=O)c2nc(S(=O)(=O)Cc3ccc(C)cc3)ncc2Cl)s1 | 16.1% |
| CCOc1ccc(S(=O)(=O)N(CC(=O)Nc2ccc(OC)c(Cl)c2)c2ccccc2)cc1 | 1.0% |
| CCOc1ccc(CC(=O)NC2CC(=O)N(c3ccc(C)c(C)c3)C2)cc1 (stereo not given) | 3.6% |
| O=C(CCN1N=C(c2ccccc2)CCC1=O)NC1CCCCC1 | 8.7% |
| COc1ccc(OC)c(NC(=O)c2c(NCc3ccc(OC)c(OC)c3)sc3c2CCC3)c1 | -8.0% |
| Cc1cc(C)c2c(c1)c(C)cc1nnc(SCc3ccccc3C#N)n12 | 5.0% |
| O=C(CN1C(=O)NC2(CCCCCC2)C1=O)Nc1ccc(OC(F)(F)F)cc1 | 5.3% |
| Cn1cnc(S(=O)(=O)N2CCCC(C(=O)Nc3cccc(C#N)c3)C2)c1 (stereo not given) | -3.8% |
| O=C(CCC1N=C2c3ccccc3N=C(SCc3ccc(F)cc3)N2C1=O)N1CCN(c2ccccc2)CC1 (stereo not given) | 1.2% |
| CCn1cc(C(=O)NCCc2ccc(OC)c(OC)c2)c(=O)c2cc(S(=O)(=O)N3CCOCC3)ccc21 | -1.4% |

Additional compounds
| smiles | aSyn tox rescue |
| --- | --- |
| CC(C)NC(=O)CCCN1C(=O)CCn2nc(-c3cccn3C)cc21 | -2.7% |
| Cc1ccc(NC(=O)CS(=O)Cc2nc(-c3ccc(C)cc3)oc2C)cc1 (stereo not given) | 1.3% |
| Cc1ccc(C)c(Nc2nc(-c3ccccc3)c3cc(Br)ccc3n2)c1 | 7.1% |
| CC(C)(C)c1ccc(C(=O)NNC(=O)c2ccc(Cl)cc2)cc1 | 10.0% |
| O=C(CCCC(=O)NCc1ccc(F)cc1)NCc1ccc(F)cc1 | -3.2% |
| CCC(C)NC(=O)c1ccccc1NC(=O)C1CCN(S(=O)(=O)Cc2ccccc2)CC1 (stereo not given) | -0.8% |
| CCOC(=O)CC(NC(=O)Cn1nnc(-c2ccc(C(F)(F)F)cc2)n1)c1ccc(C)cc1 (stereo not given) | -6.9% |
| CC(C)c1ccc(NC(=S)NC2CC3C=CC2C3)cc1 (stereo not given) | -2.2% |
| C[C@@H]1CCCCO[C@H](CN(C)Cc2ccc3c(c2)OCO3)[C@H](C)CN([C@@H](C)CO)C(=O)c2cc(NC(=O)c3ccccc3)ccc2O1 | -8.6% |
| COc1ccc(-c2noc(CSc3nnc(Cc4ccccc4)n3-c3ccccc3)n2)cc1OC | 2.9% |
| CC(C)c1ccc(Cc2cn3cc(-c4cc5ccccc5oc4=O)nc3s2)cc1 | 0.1% |
| c1ccc2c(c1)nnn2Cn1nnc2ccccc21 | 10.9% |
| COc1ccc(CCNC(=O)Cn2ncc3c(C)n(Cc4ccccc4F)c(C)c3c2=O)cc1OC | 4.0% |
| COc1ccc2nc3n(c(=O)c2c1)-c1cc2ccccc2cc1C(=O)NC3Cc1ccccc1 (stereo not given) | 5.2% |
| COc1ccc(NC(=O)C2CCN(S(=O)(=O)c3c(C)noc3/C=C/c3cccs3)CC2)cc1Cl | 2.5% |
| COc1ccc(CCNC(=O)Cc2ccc(NC(=O)N3CCSc4ncccc43)cc2)cc1OC | -1.0% |
| CCCCc1ccc(NC(=S)N2CCN(c3ncccn3)CC2)cc1 | 7.9% |
| COc1cc(C2CC(=O)N(Cc3ccc(F)cc3)c3ccccc3S2)cc(OC)c1OC (stereo not given) | 10.6% |
| O=C(CCc1ccccc1)NC1CC(=O)N(c2ccccc2)C1 (stereo not given) | 1.1% |
| CCc1ccc(CNC(=O)C(CC)n2ccc3cc(S(=O)(=O)N4CCCCC4)ccc32)cc1 (stereo not given) | 0.8% |
| CCc1ccc(-n2nc(CO)c(C(=O)NCc3cccnc3)n2)cc1 | 4.1% |
| Cc1ccc(S(=O)(=O)NCCC(=O)NC2CCCCCC2)cc1 | -3.0% |
| O=C(Cn1c(SCCOc2ccccc2)nc2ccccc21)N1CCOCC1 | 2.0% |
| CC(=O)c1ccc(NC(=O)COc2ccccc2-c2nc(-c3ccc(C)cc3)no2)cc1 | -2.3% |
| COc1ccccc1C(=O)n1nc(-c2ccccc2)nc1NCc1ccc(Cl)cc1 | 2.0% |
| COc1ccc(CCNC(=O)C2CCCN(c3nc4c(C)cc(C)cc4s3)C2)cc1OC (stereo not given) | 1.7% |
| COCCCNC(=O)c1c(-c2ccccc2)c(-c2ccccc2)nn(C)c1=O | -2.9% |
| COc1ccccc1C(=O)NC1=NC(c2ccc(Br)cc2)CC(=O)N1 (stereo not given) | 5.3% |
| Cc1ccc(CNC(=O)NC2COc3ccccc3C2)cc1 (stereo not given) | -7.2% |
| CCCc1cnc2c(c1SCC(=O)NCc1ccc(C)cc1)c(=O)n(C)c(=O)n2C | -4.2% |
| CC(C)(C)c1ccc2c(c1)OC(C(=O)N/N=C/c1ccc([N+](=O)[O-])o1)CO2 (stereo not given) | 3.6% |
| Cc1cc(NC(=O)Cn2nc(C(=O)O)c3ccccc3c2=O)ccc1Br | -3.7% |
| CSc1ccccc1C(=O)N1CCN(c2cccc(Cl)c2)CC1 | 2.0% |
| CC(C)C1C(=O)N(Cc2cn(CCC3OCCO3)nn2)CCS(=O)(=O)N1Cc1ccc(-c2ccc(F)cc2)cc1 (stereo not given) | 11.6% |
| O=C(CCc1nnc(C2(c3ccc(Cl)cc3)CCC2)o1)NCCCn1cccn1 | 15.5% |
| O=c1cc(N2CCN(c3ccccc3Cl)CC2)[nH]c(=O)n1Cc1ccc(F)cc1 | 5.6% |
| Cc1nn(CC(=O)N2CCN(c3ccccc3)CC2)c(=O)c2cc3cc(F)ccc3n12 | 8.4% |
| Cc1ccc(S(=O)(=O)N(C)C)cc1NC(=O)CSc1nnnn1-c1ccc(O)cc1 | -14.2% |
| CCCOc1ccc(-c2nn(-c3ccccc3)cc2C2NC(=O)NC(C)=C2C(=O)OC)cc1 (stereo not given) | 8.1% |
| CCSC1=NC2(CCN(C(=O)NC3CCCCC3)CC2)N=C1c1ccc(Cl)cc1 | -2.7% |

Five compounds picked at random from the list so far:
| smiles | aSyn tox rescue |
| --- | --- |
| Cc1nn(CC(=O)N2CCN(c3ccccc3)CC2)c(=O)c2cc3cc(F)ccc3n12 | 8.4% |
| CCc1ccc(-n2nc(CO)c(C(=O)NCc3cccnc3)n2)cc1 | 4.1% |
| Cc1ccc(CNC(=O)NC2COc3ccccc3C2)cc1 (stereo not given) | -7.2% |
| COCCCNC(=O)c1c(-c2ccccc2)c(-c2ccccc2)nn(C)c1=O | -2.9% |
| CC(C)C1C(=O)N(Cc2cn(CCC3OCCO3)nn2)CCS(=O)(=O)N1Cc1ccc(-c2ccc(F)cc2)cc1 (stereo not given) | 11.6% |

(more compounds)
| smiles | aSyn tox rescue |
| --- | --- |
| CCOC(=O)C1CCCN(c2nc3c(S(=O)(=O)c4ccc(C)c(C)c4)nnn3c3ccc(Cl)cc23)C1 (stereo not given) | 5.5% |
| CCOc1ccccc1NC(=S)N(CCC(C)C)C1CCN(C(C)=O)CC1 | 0.8% |
| Cc1cc(N2CCC(C)CC2)nc2ccc(NC(=O)Cc3c(F)cccc3Cl)cc12 | -8.9% |
| Cc1ccc(Oc2ncccc2NC(=O)CCCC(=O)O)c2c1CCC2 | 0.6% |
| CCN(Cc1ccccc1)S(=O)(=O)c1ccc(F)c(C(=O)Nc2cc(C(F)(F)F)ccc2Cl)c1 | -10.4% |
| CCCOC(=O)C(C)n1cnc2sc(C)c(C)c2c1=O (stereo not given) | 16.3% |
| S=c1nc2ccccc2c2nc(-c3ccccc3Cl)[nH]n12 | 4.9% |
| Cc1ccc(O)c(NC(=O)C2=CC(c3cccs3)=NS(=O)(=O)N2C)c1 | 0.3%&2.7% |
| O=C(C1CCC(Cn2c(=O)c3sccc3n(Cc3cccc(F)c3)c2=O)CC1)N1CCOCC1 (stereo not given) | 5.8% |
| Cc1ccc(C)c(CN2C(=O)C(O)(c3c[nH]c4ccccc34)c3ccccc32)c1 (stereo not given) | -0.4% |
| Cc1ccc(Cl)cc1N1CCN(C(=O)Cn2ncc3c4ccccc4n(C)c3c2=O)CC1 | 4.1% |
| Nc1cc(=O)[nH]c(SCC(=O)Nc2cc([N+](=O)[O-])ccc2Cl)n1 | -3.7% |
